TSHR antag: Antagonists of the Thyroid Stimulating Hormone Receptor: HTS campaign; 330,000 tested, 0.2% active; AID 504810, 2011; activity change, negative = inhibition, % at 11.5 µM; Thyrotropin receptor (Homo sapiens), P16473; TSHR-expressing cells, TSH-stimulated cAMP HTRF, 2 h; stronger effect = lower value;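 active = activity change below a set negative limit, meaning inhibition stronger than a set level, cut at about -70% in these data; inconclusive = activity change between two set negative limits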; note: % is set by controls: 0 for no effect and ±100 for the full control effect
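Read-out is FRET at 665 nm (cryptate excitation 337 nm) from a cryptate-tagged anti-cAMP antibody, competed by cell cAMP against cAMP-d2. Compounds are tested on freshly harvested TSHR cells challenged with 4nM TSH (EC80) for 2 hours at 37 deg C.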
S-ASM inh: Inhibitors of Secretory Acid Sphingomyelinase (S-ASM): qHTS. Sphingomyelin phosphodiesterase (Homo sapiens), P17405. placental ASM, HMU-PC fluorogenic substrate, 60 min. Potency, µM (titrated, usually from 57.5 µM), without a hit: top-dose activity change, negative = inhibition, most hits filed as inhibitors. 340,000 tested, 0.006% active; note: potency is the fitted concentration of half-maximal effect
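Fluorescence read-out (Ex 386 nm, Em 447 nm) after stopping the reaction at pH 10. Enzyme: ASM from human placenta; substrate HMU-PC0, 9 uM final; 60 min, 37 °C. Compound preincubation 10 min, ambient temperature.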
a7 integrin act: qHTS for Activators of Integrin-Mediated Alleviation for Muscular Dystrophy | alpha7betagal myoblasts, beta-gal FDG fluorescence, 48 h | Potency, µM (highest dose often 38.3 µM), for inactives: at the highest dose activation, actives largely listed as activators | 350,000 tested, 0.064% active | AID 624291, 2012;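 note: potency is the fitted concentration of half-maximal effect; 100% = response of the positive control SU9516; nearly all actives have a fitted effect of over 60% in size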
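Alpha7betagal+/- myoblasts (passage 13) were plated 16-24 hr, then exposed to compounds (1:260 dilution of DMSO stock) for 48 hours at 37C. After MPER lysis, β-galactosidase reporter activity was read as FDG fluorescence (ex 480/em 540) after 30 minutes.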
ELG1 DNA repair: qHTS screen for small molecules that inhibit ELG1-dependent DNA repair in human embryonic kidney (HEK293T) cells expressing luciferase-tagged ELG1; HEK293T ELG1-luciferase reporter, luminescence, 16 h; DNA damage induced by 5-fluorouridine; Potency, µM (highest dose often 46.1 µM), for inactives: at the highest dose activity change, negative = inhibition, actives largely listed as inhibitors; 330,000 tested, 2.3% active; note: potency is the fitted concentration of half-maximal effect; % is set by controls: 0 for no effect and ±100 for the full control effect; nearly all actives have a fitted effect of over 55% in size
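Cells (2,000 per well) received 5-fluorouridine plus test compound or DMSO and were incubated 16 hr at 37 °C, 5% CO2. Luciferase activity was read by luminescence 30 min after ONE-Glo addition; signal suppression marked inhibition of damage-induced ELG1 function.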
AT treatment: qHTS Assay for Identifying a Potential Treatment of Ataxia-Telangiectasia; […] A-T fibroblasts, KAP-1 phosphorylation AlphaLISA; neocarzinostatin DNA damage 30 min before lysis; Potency, µM (highest dose often 57.5 µM), for the others: at the highest dose activation, hits mostly activators; 320,000 tested, 0.19% active; AID 485349, 2010; note: potency is the fitted concentration of half-maximal effect; % of control where 0% means no effect; nearly all actives have a fitted effect of over 45% in size
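hTERT-immortalized A-T patient fibroblasts ([…]), 500 cells/well in OPTI-MEM, 1% FBS, got compounds for 60 min, then NCS for 30 min at 37C. Lysates were then assayed for phospho-KAP-1 by AlphaLISA (anti-pKAP1 donor, anti-KAP1 acceptor beads), 6 hr at 25C.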
Mito fusion yeast: qHTS Assay for Small Molecule Inhibitors of Mitochondrial Division or Activators of Mitochondrial Fusion; S. cerevisiae fusion-defective mutant growth rescue, CellTiterGlo 48 h; Potency, µM (doses to about 46.1 µM), for inactives: top-dose growth rescue (activation), usual class: activators; 320,000 tested, 0.23% active; AID 485298, 2010;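 note: potency is the fitted concentration of half-maximal effect; % of control where 0% means no effect; nearly all actives have a fitted effect of over 45% in size; temperature-sensitive fusion mutants such as fzo1-1 at 37 °C on non-fermentable ethanol glycerol medium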
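Temperature-sensitive fusion-defective S. cerevisiae (e.g. fzo1-1, mgm1-5) were grown with compound in YPEG medium (3% ethanol, 3% glycerol) for 48 hours at 37C. Growth rescue was measured as viability by CellTiterGlo luminescence after 10 minutes at ambient.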
BCR signal inh: qHTS Assay to Find Inhibitors of Chronic Active B-Cell Receptor Signaling | AID 493014, 2011 | Potency, µM (highest dose often 46.1 µM), inactives show at the highest dose ratio change, negative = lower green/red ratio, actives largely listed as inhibitors | 340,000 tested, 0.05% active | ABC-DLBCL IkBa-CBG/CBR reporter, luminescence ratio, 4 h; active = well fitted inhibition curve with a large enough effect in the signal ratio, with a control signal flat, not every such curve was filed as active; inconclusive = small, poorly fitted or top-dose-only effect, or effect the other way, or a change in a side signal; the % refers to the signal ratio;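 note: potency is the fitted concentration of half-maximal effect; plate controls were basal doxycycline-induced cells for no effect and cells given 10 µM MG132 for full effect; MG132 reads +100%, hits lower the ratio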
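Doxycycline induced both beetle luciferases in TMD8 lymphoma cells; IKK-driven degradation limits the IkappaBalpha-fused green signal, while red luminescence normalises for cell number and nonspecific effects. Compounds tested up to 46 uM, 4 hrs.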
Eya2 inh: qHTS Assay for Inhibitors of the Phosphatase Activity of Eya2. Protein phosphatase EYA2 (Homo sapiens), O00167. recombinant Eya2, OMFP fluorescence dephosphorylation (OMFP is methylfluorescein phosphate). Potency, µM (doses to about 76.9 µM), for inactives: at the top dose activity, negative = inhibition, hits mostly inhibitors. 330,000 tested, 0.006% active; note: potency is the fitted concentration of half-maximal effect; % is set by controls: 0 for no effect and ±100 for the full control effect
Target sequence (O00167 whole entry, looked up): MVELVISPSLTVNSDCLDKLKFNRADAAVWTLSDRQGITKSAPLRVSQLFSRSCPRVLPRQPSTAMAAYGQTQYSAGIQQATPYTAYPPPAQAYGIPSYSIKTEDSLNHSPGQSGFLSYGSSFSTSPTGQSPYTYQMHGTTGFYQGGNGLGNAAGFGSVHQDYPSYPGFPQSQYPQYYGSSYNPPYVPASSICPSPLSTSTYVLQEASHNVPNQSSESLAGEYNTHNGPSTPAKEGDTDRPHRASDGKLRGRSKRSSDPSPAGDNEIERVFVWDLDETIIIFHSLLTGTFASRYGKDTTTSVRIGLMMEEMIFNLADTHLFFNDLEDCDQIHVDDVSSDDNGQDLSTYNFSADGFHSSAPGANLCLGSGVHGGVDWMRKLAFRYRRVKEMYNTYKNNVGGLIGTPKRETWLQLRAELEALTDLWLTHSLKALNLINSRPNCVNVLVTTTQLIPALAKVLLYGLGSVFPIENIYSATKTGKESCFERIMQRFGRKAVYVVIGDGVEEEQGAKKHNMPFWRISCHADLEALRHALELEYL
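Eya2 (0.2 uM) preincubated 10 min at ambient with compound, then OMFP substrate added at 50 uM; 10 min reaction in 50 mM HEPES pH 7.5, 50 mM NaCl, 5 uM MgCl2, 0.05% BSA, 1 mM DTT. Fluorescence read at Ex 485/Em 525 nm.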
PTAP TSG101 blk: qHTS Assay for Iinhibitors of HIV-1 Budding by Blocking the Interaction of PTAP/TSG101 | Tumor susceptibility gene 101 protein (Homo sapiens), Q99816 | 340,000 tested, under 10 active | Potency, µM (series often up to 115 µM), without a hit: at the top dose activity change, negative = inhibition, most hits filed as inhibitors | Fluorescence polarization, FITC-PTAP peptide / Tsg101 binding; active = well fitted inhibition curve with a large enough effect in the main read-out, with a control signal flat, not every such curve was filed as active; inconclusive = small, poorly fitted or top-dose-only effect, or effect the other way, or a change in a side signal; inactive = no such curve, though single readings can be large or run the other way; note: potency is the fitted concentration of half-maximal effect; % of control where 0% means no effect
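Compounds were pin-transferred onto Tsg101 binding domain (10 uM final) in HEPES pH 7.5 buffer, then FITC-PTAP peptide was added at 50 nM final. After 20 min at RT, polarization reported peptide displacement across a qHTS concentration series.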
TCR act: Activators of T cell receptors: qHTS campaign. primary human leukocytes, anti-CD3, IL-2 HTRF, 48 h. Potency, µM (highest dose often 9.22 µM), for the others: top-dose activation of IL-2 secretion, usual class: activators. 330,000 tested, under 10 active. AID 504894, 2011; note: % of control where 0% means no effect
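Primary human leukocytes incubated 48 hr with anti-CD3 beads plus compound, without co-stimulation. Secreted IL-2 measured by HTRF (europium cryptate/d2 anti-IL-2 pair, 320 nm excitation, 665 nm emission).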
Tb PFK inh: qHTS Assay to Find Inhibitors of T. brucei phosphofructokinase | ATP-dependent 6-phosphofructokinase (Trypanosoma brucei brucei), O15648 | 330,000 tested, 0.17% active | T. brucei PFK, ADP-Glo luminescence | Potency, µM (doses to about 57.5 µM), inactives show at the highest dose activity, negative = inhibition, actives largely listed as inhibitors;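 note: potency is the fitted concentration of half-maximal effect; 0% = uninhibited 1x PFK enzyme wells and -100% = no-enzyme wells; nearly all actives have a fitted effect of over 60% in size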
Target sequence (O15648 whole entry, looked up): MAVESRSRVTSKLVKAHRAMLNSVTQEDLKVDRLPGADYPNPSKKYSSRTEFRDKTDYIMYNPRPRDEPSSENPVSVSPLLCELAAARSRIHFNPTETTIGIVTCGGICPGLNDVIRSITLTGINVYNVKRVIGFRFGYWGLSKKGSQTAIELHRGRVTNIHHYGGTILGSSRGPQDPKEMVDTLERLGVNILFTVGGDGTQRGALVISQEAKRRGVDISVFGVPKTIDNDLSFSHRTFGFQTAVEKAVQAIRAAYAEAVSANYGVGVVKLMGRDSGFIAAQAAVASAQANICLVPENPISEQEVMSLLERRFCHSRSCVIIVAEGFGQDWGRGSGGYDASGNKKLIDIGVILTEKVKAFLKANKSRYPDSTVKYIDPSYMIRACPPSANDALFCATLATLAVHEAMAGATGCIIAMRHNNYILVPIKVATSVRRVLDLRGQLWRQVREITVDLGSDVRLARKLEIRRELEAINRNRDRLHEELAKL
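Activity is normalized to no-enzyme wells (full inhibition) and 1.25 nM enzyme wells (no inhibition). Reaction: 0.5 mM F6P, 0.1 mM ATP, 45 min RT, ADP-Glo luminescence; concentration-response curves fitted and classed by quality.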
* = called active by the depositor; ? = inconclusive; nt = not tested or not shown; [ ] = remark or other dose. Unless noted, calls come from the whole dose curve; as a rule, active = well fitted curve in the direction sought with a large enough effect; inconclusive = small, poorly fitted or top-dose-only effect, or another doubt; inactive = no such curve, though single readings can be large; an effect the other way counts as inactive or inconclusive.

SMILES | TSHR antag | S-ASM inh | a7 integrin act | ELG1 DNA repair | AT treatment | Mito fusion yeast | BCR signal inh | Eya2 inh | PTAP TSG101 blk | TCR act | Tb PFK inh
Cc1ccc(N(C(C)C(=O)NCc2ccncc2)S(C)(=O)=O)cc1C (centres undefined) | -3.6 | 2.4% | ? | -9.8% | -2.1% | -6.8% | -6.4% | 1.8% | -0.2% | -3.8% | -2.0%
CC(C)CNC(=O)COC(=O)Cc1ccc(Cl)cc1 | -2.4 | 3.8% | 1.8% | 5.9% | 8.2% | -3.1% | 0.7% | -11.8% | 1.9% | 0.2% | 4.0%
Cc1nnc(SCc2cn3ccsc3n2)n(N)c1=O | -2.8 | 4.7% | 14.4% | 8.2% | -3.6% | -1.2% | 6.0% | 0.8% | -7.4% | -1.5% | -2.8%
Cc1c(Cl)c([N+](=O)[O-])nn1CC(=O)NCc1ccco1 | 1.2 | -0.3% | -14.8% | 0.7% | -0.2% | 2.8% | 1.0% | 0.0% | -2.2% | 1.7% | -25.3%
CCOc1ccccc1N(C(=O)c1snc(C(N)=O)c1N)C(C(=O)NCc1ccccc1)c1ccc(O)cc1 (centres undefined) | -21.3 | nt | -25.1% | -18.8% | 1.9% | -1.3% | 0.9% | -10.5% | -1.4% | -7.1% | 0.4%
CCOc1ccc(N=CC2=C(O)CC(c3ccco3)CC2=O)cc1 (centres undefined) | -7.8 | 11.6% | 0.0% | ? | -4.6% | -0.6% | -5.7% | 3.2% | -1.5% | -2.7%[46.1 µM] | 3.1%
CCC(C(=O)NC1CCCC1)n1nc(C)n2c(cc3occc32)c1=O (centres undefined) | -0.4 | 3.4% | 5.6% | 0.1% | 21.7% | -0.1% | -0.5% | -0.5% | -0.7% | -3.5% | 0.9%
O=C(CN1CCN(c2nc(-c3ccccc3)cs2)CC1)NCc1ccc2c(c1)OCO2 | -14.7 | -8.7% | -9.6% | ? | 2.2% | 5.6% | -6.6% | 10.4% | -2.4% | 1.2% | 4.8%
Cc1nc([N+](=O)[O-])c(NCCCO)n1Cc1ccccc1 | 3.3 | -3.4% | 2.6% | 2.9% | 7.6% | -4.6% | -9.7% | -9.3% | -6.9% | 1.0% | -4.9%
O=C(C[C@H]1C/C=C\CC[C@@H](Cc2ccc(F)cc2)C(=O)OC[C@H]2CCCN2C1=O)NCCO | 29.5 | 3.9% | 0.0% | 8.3% | 9.6% | nt | 1.3% | 5.2% | -3.6% | -3.9% | -0.2%
CCC(CC)C(=O)Nc1nnc(S(=O)(=O)N2CCc3ccccc32)s1 | 4.7 | -0.4% | 10.0% | 8.3% | 3.5% | -0.3% | 2.1% | 5.8% | 1.4% | 4.2% | 0.3%
c1ccc(Cc2nc3ccccc3o2)cc1 | -5.5 | 0.6% | 17.6% | 23.7% | nt | -1.7% | ? | -2.6% | -7.4% | -0.8% | 0.1%
NC(=O)c1ccc(C(F)(F)F)n(Cc2ccccc2Cl)c1=O | -5.2 | -7.6% | 19.7% | 6.7% | 2.1% | 7.7% | 0.5% | -22.1% | -4.4% | 0.7% | 19.8%
COc1cc(CNCCNC(=O)c2nonc2N)ccc1OCc1ccc(Cl)nc1 | -6.6 | 1.6% | 17.1% | -19.1% | 4.7% | -2.4% | ? | 1.0% | -3.5% | 6.2% | -0.9%
Cc1ccsc1C(=O)N1CCCC(CO)(Cc2ccccc2F)C1 (centres undefined) | -10.8 | 0.5% | 6.5% | -1.9% | 10.5% | 0.8% | -3.8% | 2.7% | 0.3% | 7.1% | -2.9%
COc1ccc(-c2nnn(CC(=O)NCCc3c[nH]c4ccccc34)n2)cc1OC | 20.0 | -6.3% | -12.6% | ? | 5.7% | 1.1% | -0.1% | -2.3% | -6.7% | -0.3% | -1.8%
CCOC(=O)CSc1nnnn1-c1cc(OC)ccc1OC | -9.3 | 2.3% | 1.9% | -2.4% | 5.7% | -0.2% | ? | 3.0% | nt | nt | -4.0%
Cc1n[nH]c(=O)nc1NCc1ccco1 | 8.9 | -1.6% | -9.8% | -4.3% | -10.9% | -4.1% | 2.5% | 7.1% | 0.5% | 0.9% | -4.6%
O=c1[nH]c2ccc(S(=O)(=O)N3CCN(c4ccccc4)CC3)cc2[nH]c1=O | 1.8 | 1.5% | 26.1% | 9.3% | -8.5% | -0.6% | 1.0% | 0.4% | 0.5% | -5.3% | ?
COc1cc2ccccc2cc1C(=O)Nc1ccc(CN2CCOCC2)cc1 | -8.5 | -2.4% | -5.2% | ? | 17.2% | 14.4% | 0.4% | 1.6% | 0.0% | -18.2% | 0.1%
CCN(CC)CCCNC(=O)c1cc(Sc2nnc(C)s2)nc2ccccc12 | -3.3 | 3.7% | -8.6% | 14.3% | 5.4% | -0.7% | -7.3% | -9.1% | 0.3% | -1.3%[46.1 µM] | -1.5%
O=C(NCc1ccc2c(c1)OCO2)c1ccc(Br)o1 | -6.4 | -0.5% | -10.7% | ? | 46.7% | ? | ? | 8.0% | -3.5% | -4.5% | -2.1%
Cc1ccc(S(=O)(=O)N2CCN(C(=O)COC(=O)CCOc3ccccc3C)CC2)c(C)c1 | -8.8 | -4.6% | -10.3% | ? | -3.3% | 14.6% | 6.5% | 8.6% | -1.0% | -4.2% | 2.9%
O=C(O)C1CC(O)CN1S(=O)(=O)c1cccs1 (centres undefined) | -1.9 | 2.2% | -13.3% | 2.6% | -1.7% | -3.8% | 6.4% | 7.5% | -2.5% | 4.3% | 2.4%
CCOC(=O)N1CCN(C(=O)c2ccc(NC(=O)c3ccc(C)cc3)cc2)CC1 | 6.6 | -1.4% | -3.6% | -12.4% | 5.9% | -5.1% | -2.7% | 6.6% | -3.5% | 11.3% | 1.4%
CCCCC(OC(=O)c1cc2occc2n1C)C(=O)NCC1CCCO1 (centres undefined) | -2.4 | 1.8% | 6.6% | 0.3% | 7.5% | 6.0% | -0.5% | 11.6% | -5.3% | nt | 6.0%
CC(C)=NOC(=O)c1ccc(-c2ccccc2)cc1 | -1.6 | 4.8% | -6.9% | 3.5% | 1.7% | ? | ? | -6.6% | 1.7% | 3.4%[46.1 µM] | -4.1%
N#CNC(=Nc1ccccc1F)SCc1ccc(C(=O)O)cc1 | -3.2 | -3.2% | -19.0% | 20.4% | 0.0% | -1.8% | ? | -8.6% | -3.1% | nt | -0.1%
Cc1[nH]c2ccc(C(=O)OCCN(C)C)cc2c1C | -4.6 | -1.0% | 3.4% | ? | -9.5% | -6.7% | ? | 15.0% | -1.0% | -5.3% | 0.3%
CC1CCN(c2ccc(C(=O)NCc3ccc4c(c3)OCO4)cc2[N+](=O)[O-])CC1 | -10.9 | -7.4% | 0.2% | ? | 0.1% | 16.6% | 9.1% | -4.2% | -2.9% | -3.4%[46.1 µM] | -8.3%
O=C(N/N=C/c1ccc(Cl)cc1Cl)c1ccncc1 | -3.2 | 0.5% | -1.6% | 14.0% | 0.7% | -1.7% | -3.1% | -8.2% | -4.4% | 2.4% | 2.0%

Screening data deposited in PubChem by National Center for Advancing Translational Sciences (NCATS).
